TDP1 cell noCPT – qHTS for Inhibitors of human tyrosyl-DNA phosphodiesterase 1 (TDP1): qHTS in cells in absence of CPT. DT40 Tdp1-/- hTDP1 cells, no CPT, ATP luminescence, 48 h. Potency, µM (highest dose often 46.2 µM), inactives show at the highest dose activity change, negative = growth inhibition, most hits filed as inhibitors. 15% of 420,000 active. AID 686978, 2013; active = well fitted inhibition curve with a large enough effect; inconclusive = small, poorly fitted or top-dose-only effect; also: nearly all actives have a fitted effect of over 55% in size
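Growth kinetics read by CellTiter-Glo luminescence after ≥48 hr at 37 °C. Cells: DT40 Tdp1-/- stably carrying human TDP1, 400 per well, compound exposure in the absence of CPT (DMSO vehicle).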
An asterisk follows results filed as active; ? = inconclusive. % is scaled to controls: 0 for no effect and ±100 for the full control effect; potency is read from the fitted curve at half-maximal effect.

Structure	TDP1 cell noCPT
CCOC(=O)[C@]12CCCC=C1N(Cc1cccc3ccccc13)C(=O)[C@H](CC(=O)NCc1cccc3ccccc13)C2	?
CCN1C(=O)CC(CC(=O)N2CCCCC2c2nccs2)(c2ccccc2C)C1=O (configuration not stated)	-12.3%
COCCNC(=O)C1(C)CCN(C(=O)c2ccc3sccc3c2)C1 (configuration not stated)	0.4%
COc1ccc(NS(=O)(=O)c2cccc(C(=O)N/N=C/c3c(F)c(F)c(F)c(F)c3F)c2)cc1	23.1µM*
COc1ccc(-c2cc(C(=O)OC(C)C(=O)c3ccccc3)c3cccc(Cl)c3n2)cc1 (configuration not stated)	-1.9%
O=C(O)c1cccc2c1C(=O)c1cc([N+](=O)[O-])ccc1-2	?
CN(CCN1CCOCC1)C(=O)c1cc(COc2ccc(F)cc2Cl)on1	-21.8%
CCOc1ccc(NC(=O)CN(C)C(=O)C2CC(=O)N(CCc3ccc(OC)c(OC)c3)C2)cc1OCC (configuration not stated)	-4.0%
CSc1nc(N)n2nccc2n1	-2.3%
CCOc1cc(OCC)cc(C(=O)N2CCC[C@H]2C(=O)N2CCC[C@H]2C(=O)N[C@@H](C)c2ccccc2)c1	?
O=C(Nc1ccccc1)NC1CCCCCCC1	29.1µM*
Cc1ccc(N2CCN(C(=O)C(=O)c3cccc([N+](=O)[O-])c3)CC2)cc1	?
O=C(NCc1ccccn1)C(=O)NCC1OCCN1C(=O)c1ccc(Cl)cc1 (configuration not stated)	7.7%
COCCNc1nc2cc(-c3cccc(Cl)c3)sc2c(=O)n1C	?
O=C(Nc1ccccc1Cl)c1cc(C2CCCN(C(=O)c3cccs3)C2)on1 (configuration not stated)	-5.3%
CCCCOc1ccc(/C=C(\C#N)C(=O)NC2CC2)cc1	29.1µM*
COc1ccc(N2C[C@H](Cc3ccccc3)[C@@H](CC(=O)Nc3ccccc3)C2=O)cc1	20.6µM*
Cc1csc(CN(C)C(=O)CC2C(=O)NCCN2Cc2ccccc2C)n1 (configuration not stated)	?
COc1ccc(-c2csc(C(O)c3ccc(F)cc3)n2)cc1OC (configuration not stated)	-16.2%
CCOC(=O)C1=C(C)NC(=O)NC1C(C)C (configuration not stated)	-7.3%
N#CCCN(C(=O)Nc1ccc(Cl)c(Cl)c1)C1CCCCC1	?
CCC12CCC3c4ccc(O)cc4CCC3C1CC(O)C2O (configuration not stated)	?
O=C(c1ccc(CNS(=O)(=O)c2ccc(F)cc2)cc1)N1CCCCCC1	14.6µM*
COc1ccccc1S(=O)(=O)N(C)C[C@H]1Oc2cc(C#CCC3CCCC3)ccc2S(=O)(=O)N([C@H](C)CO)C[C@H]1C	8.2µM*
O=C(C(=Cc1ccc(F)cc1)C(=O)c1ccccc1)c1ccccc1	16.4µM*
CN1C[C@@H]2[C@@H]3C(=O)N(Cc4ccccc4)C(=O)[C@@H]3[C@](C)(C1=O)N2C(=O)c1ccc(C(F)(F)F)cc1	-13.8%
NC(Cc1ccc(C(F)(F)F)cc1)c1csc(NC(=O)NCCc2ccccc2)n1 (configuration not stated)	13µM*
O=C(CC[C@H]1O[C@@H](n2cnc3c(NC(=O)c4ccccc4)ncnc32)[C@H](O)[C@@H]1O)NCC1CCCO1 (some centres not stated)	-16.7%
C=C1c2nc3ccccc3n2C=C(c2ccc(C)cc2)N1c1ccccc1	13µM*
O=C(NC1CCCCC1)C(c1ccnc2ccccc12)n1c(=O)c(-c2ccco2)nc2ccccc21 (configuration not stated)	13µM*
COC(=O)CCC(=O)N1CCC(Oc2cccc(C(=O)NCc3ccccn3)c2)CC1	-12.1%
COCCCn1cc(CN2CC(N3CCN(C)CC3)CS2(=O)=O)nn1 (configuration not stated)	-28.6%
COC(=O)[C@@]12C[C@@H](CC(=O)NCc3cccc4ccccc34)C(=O)N(Cc3ccc4c(c3)OCO4)C1=CCC(C)(C)C2	13µM*
C[C@H]1CN([C@@H](C)CO)C(=O)CCCn2cc(nn2)CO[C@@H]1CN(C)C(=O)Nc1ccnc(N2CCOCC2)c1	-0.4%
CC(O)[C@@H]1NC(=O)[C@H](CCCCN)NC(=O)[C@@H](Cc2c[nH]c3ccccc23)NC(=O)[C@H](Cc2ccccc2)NC(=O)[C@@H](NC(=O)[C@H](N)Cc2ccccc2)CSSC[C@@H](C(=O)N[C@H](CO)[C@@H](C)O)NC1=O (some centres not stated)	-7.8%
CO/N=C(\C(=O)N[C@@H]1C(=O)N2C(C(=O)O)=C(CSc3nnnn3C)CS[C@H]12)c1csc(N)n1	-23.5%
CCCNC(=O)C1(C)CCCN(Cc2cccc(C#N)c2)C1 (configuration not stated)	20.6µM*
CCCOc1ccc(C2C(C(=O)c3ccc(C)o3)=C(O)C(=O)N2CCCn2ccnc2)cc1 (configuration not stated)	?
COc1ccc(OC)c(NC(=O)C2CC(=O)N(CCc3ccc(F)cc3)C2)c1 (configuration not stated)	-30.0%
COc1ccc(-c2csc(C(O)c3ccc(F)c(OC)c3)n2)cc1 (configuration not stated)	14.6µM*
CCC(CC)C(=O)N(C)c1c(C)nc2c(OCCC3CCCCC3)cccn12	5.17µM*
CCc1c(O)nc(SCC(=O)Nc2c(C)cccc2C)n(-c2ccc(F)cc2)c1=O	1.6%
COc1ccccc1NC(=O)N(C)C[C@H]1Oc2ncc(C#CCN(C)C)cc2C(=O)N([C@H](C)CO)C[C@H]1C	-16.9%
CN(C=O)c1cc([N+](=O)[O-])ccc1OCc1ccccc1	?
COc1ccc(C(=O)NNC(=O)Cn2nc(C)cc2C)cc1S(=O)(=O)N1CCOCC1	-21.5%
O=C(Cn1c(Cn2c(-c3cnccn3)nc3ccccc32)nc2ccccc21)c1ccc(OC(F)(F)F)cc1	?
Cn1c2nc(=O)[nH]c(=O)c-2cc2ccccc21	-32.1%
CCCCN1CC(N2CCN(Cc3cccc(C)c3)CC2)CS1(=O)=O (configuration not stated)	?
CC(C)C(=O)N1CCCC1(C)C(=O)Nc1ccc2c(c1)OCO2 (configuration not stated)	1.4%
Cc1c(C#N)c2n(c1C)CCCC(=O)N2	5.5%

Remaining list, next part.
Structure	TDP1 cell noCPT
NC(=O)c1ccc(N2CCCC2)nc1	-9.0%
CC(=O)Nc1ccc(-c2ccnc3c2CC(C(=O)Nc2cccc(C(F)(F)F)c2)O3)cc1 (configuration not stated)	-73.4%
COc1ccc(C(=O)c2[nH]c(N)c(C(=O)NCCc3c[nH]c4ccccc34)c2-c2ccc(Cl)cc2)cc1	?
Cc1cc(C)n2c(Nc3ccc4c(c3)OCCO4)c(C(C)C)nc2n1	5.8µM*
Cc1cc(C)cc(-n2nnc3ccccc3c2=O)c1	?
Nc1cc(Cc2ccccc2)ccc1O	?
O=C(Nc1cccc2ccccc12)c1ccc2sc([C@@H]3O[C@H](CO)[C@H](O)[C@H](O)[C@H]3O)nc2c1	-2.5%
C[C@@H]1CN([C@H](C)CO)S(=O)(=O)c2ccc(Br)cc2O[C@@H]1CN(C)Cc1ccc(C(=O)O)cc1	-4.0%
COc1ccc(C2OC(CCc3ccccc3)Cc3[nH]c(=S)[nH]c(=O)c32)cc1 (configuration not stated)	18.4µM*
C[C@H](NC(=O)c1nc[nH]c1C(=O)N(C)CCO)c1ccccc1	-5.0%
CC(C)n1c(CNC(=O)c2ccccc2F)nnc1SCC(=O)NC1CCCCC1	-6.8%
Cc1cccc(OCCOCCn2c(-c3ccc(Cl)cc3)nc3ccccc3c2=O)c1C	?
Cc1c(C(=O)NCC2Cc3cccc(-c4cncnc4)c3O2)c(-c2ccccc2)nn1-c1ccccc1 (configuration not stated)	-15.9%
COc1cc(/C=C/c2nc3ccccc3c(=O)[nH]2)ccc1O	16.4µM*
COC(=O)c1cnc(NC(=O)C2(C)CCCN(C(C)=O)C2)s1 (configuration not stated)	0.0%
O=C(NCc1ccccn1)[C@@H]1CCCN1C(=O)[C@@H]1CCCN1C(=O)c1c(F)cccc1F	-10.6%
CCCNC(=O)C1(C)CCCN(Cc2ccccc2Cl)C1 (configuration not stated)	?
CCCc1ncc(CN2CCCCC2C(=O)Nc2ccc(Oc3ccccc3)nc2)cn1 (configuration not stated)	-21.1%
Cc1c(/C=C/c2ccnc3ccccc23)ccc(N(C)C)c1C	11.2µM*
COC(=O)C1OCOC2C(C(=O)OC)OCOC12 (configuration not stated)	-7.3%

Continued; the last six above are carried over.
Structure	TDP1 cell noCPT
COC(=O)c1cnc(NC(=O)C2(C)CCCN(C(C)=O)C2)s1 (configuration not stated)	0.0%
O=C(NCc1ccccn1)[C@@H]1CCCN1C(=O)[C@@H]1CCCN1C(=O)c1c(F)cccc1F	-10.6%
CCCNC(=O)C1(C)CCCN(Cc2ccccc2Cl)C1 (configuration not stated)	?
CCCc1ncc(CN2CCCCC2C(=O)Nc2ccc(Oc3ccccc3)nc2)cn1 (configuration not stated)	-21.1%
Cc1c(/C=C/c2ccnc3ccccc23)ccc(N(C)C)c1C	11.2µM*
COC(=O)C1OCOC2C(C(=O)OC)OCOC12 (configuration not stated)	-7.3%
CNc1ccccc1C(=O)OCC(=O)N1CCc2ccccc2C1	-3.2%
CN(C)c1ccc(/C=C/C=C/c2ccnc3ccccc23)cc1	2µM*
OC[C@@H]1CN(Cc2ccc3c(c2)OCO3)C[C@H](n2cnc3c(NC4CCC4)ncnc32)O1	?
CCOC(=O)Nc1cc(OC)cc2ccc(C)nc12	?
Cc1cccc(C)c1-n1nnnc1C(c1ccnc2ccccc12)N(CCN(C)C)Cc1ccccc1 (configuration not stated)	?
CC(=O)Nc1c(Cl)cc2c(c1Cl)Cc1ccccc1-2	?
c1ccc2c(c1)nc1n2CCC1	-14.5%
COc1cccc(S(=O)(=O)N(C)C[C@@H]2Oc3cc(Br)ccc3S(=O)(=O)N([C@@H](C)CO)C[C@@H]2C)c1	25.9µM*
Oc1cc(O)cc(-c2cc3ccc(O)cc3o2)c1	?
CCN1C(=O)[C@H]2[C@@H](c3ccc(C)cc3)N[C@]3(CCCN(Cc4ccc(C)cc4)C3=O)[C@H]2C1=O	3.0%
COC(=O)C[C@@H]1CC[C@@H](NC(C)=O)[C@@H](CO)O1	-2.4%
COc1ccc(NC(=O)C2(C)CCN2Cc2ccc(OC(F)(F)F)cc2)cc1OC (configuration not stated)	?
COc1cc(Br)cc(C(c2c(C)n(C)n(-c3ccccc3)c2=O)c2c(C)n(C)n(-c3ccccc3)c2=O)c1O	-26.6%
COc1ccc(CN2C(=O)C(CC(=O)NC(c3ccccc3)c3ccccc3)CC(C(=O)N(C(C)C)C(C)C)=C2C)cc1 (configuration not stated)	?
COc1ccccc1C1CN(Cc2cccc3c2OCO3)Cc2ccccc2O1 (configuration not stated)	-18.2%
CCN(CC)c1cc(CS(=O)c2ccccc2)nc(-c2ccccc2)n1 (configuration not stated)	?
Cc1ccccc1-c1cnc2c(c1)C(=O)N([C@@H](C)CO)C[C@@H](C)[C@H](CN(C)Cc1ccccc1F)O2	16.4µM*
CCOc1cccc(C2Oc3nc(SC)nnc3-c3ccccc3N2C(C)=O)c1OC (configuration not stated)	-25.7%
O=C1C=CC2(O[C@H](c3ccccc3)[C@@H](c3ccccc3)O2)[C@H](Sc2ccccc2O)C1	0.581µM*
CCN(CC)C(=O)C1=C(C)N(CCC2=CCCCC2)C(=O)C(CC(=O)NCc2ccco2)C1 (configuration not stated)	?
CCCCNC1(C#N)CCN(Cc2ccccc2)CC1	15.8%
CC(=O)Nc1cc2c(cc1Br)-c1ccccc1C2	-11.9%
CC(NC(=O)C1CCOCC1)c1nnc2n1CCN(Cc1ccc3ccccc3c1)CC2 (configuration not stated)	-15.6%
O=C1CN(N=Cc2ccco2)C(=O)N1	-3.9%
CCC1CCCCN1C(=O)CSc1nnc2nc(C)cc(C)n12 (configuration not stated)	4.8%
CC(=O)Nc1ccc(NCc2ccc(-c3ccccc3)cc2)cc1	-16.2%
CSc1nc2[nH]c(=O)[nH]c2c(=O)[nH]1	-30.7%
CON(C)C(=O)/C=C/c1ccc([B-](F)(F)F)cc1	-25.8%
CCN(CC)S(=O)(=O)c1ccc(OC)c(NC(=O)c2ccc(OC)c([N+](=O)[O-])c2)c1	1.0%
CCC(C)c1ccc(O)c(NC(=S)NC(=O)c2cccs2)c1 (configuration not stated)	23.1µM*
CCOC(=O)C1(C)CCN1C(=O)c1ccc(C)cc1 (configuration not stated)	-7.2%
Cc1nn(-c2ccc(Cl)cn2)c2c1C(=O)CC(C)(C)C2Br (configuration not stated)	?
Cn1c(=O)[nH]c(N)c(Br)c1=O	?
CCOC(=O)[C@]12CCCC=C1N(Cc1ccc(Cl)cc1Cl)C(=O)[C@H](CC(=O)N1CCOCC1)C2	14.6µM*
O=C(COC(=O)Cc1ccc(Br)cc1)NCc1ccccc1	-17.9%
COC(=O)c1cccc(-n2c(C)cc(/C=C3\SC(=O)NC3=O)c2C)c1	?
O=C(CN(c1ccccc1Cl)S(=O)(=O)c1ccccc1)NC1CC2CCC1C2 (configuration not stated)	?
CCOc1ccccc1C(=O)NC(C(=O)OCn1nnc2ccccc2c1=O)C(C)C (configuration not stated)	25.9µM*
CC(C)(C)c1ccc(C(=O)N2CCOC23CCCCC3)cc1	13µM*

A portion of the library; the hit share may differ from the screen's.
